# Rab9 promoter act = activates the Rab9 promoter; Huh7 Rab9 promoter-luciferase reporter, luminescence, 24 h; actives 2.8% (n = 320,000); AID 485297; Potency, µM (highest dose often 9.22 µM), for the others: at the highest dose activation, negative = inhibition, actives largely listed as activators; note: potency is the fitted concentration of half-maximal effect; % of control where 0% means no effect; nearly all actives have a fitted effect of over 60% in size
#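 Using Huh7 cells stably transfected with Rab9 promoter–luciferase, compounds were incubated 24 h at 37 °C, 5% CO2; luciferase luminescence was read 10 min after reagent addition.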
# Menin MLL FP TR = inhibitors of human menin-MLL interaction, mutant MLL peptide. Menin + Texas Red MLL mutant peptide, fluorescence polarization. Potency, µM (doses to about 61.6 µM), inactives show top-dose FP activity change, negative = inhibition, usual class: inhibitors. O00255. actives 0.23% (n = 270,000); active = well fitted inhibition curve with a large enough effect in the polarisation, with a control signal flat, not every such curve was filed as active; inconclusive = small, poorly fitted or top-dose-only effect, or effect the other way, or a change in a side signal; inactive = no such curve, though single readings can be large or run the other way; the % refers to the polarisation; note: potency is the fitted concentration of half-maximal effect; % of control where 0% means no effect; many of its hits are not listed in these tables
# MBNL1-CUG inh = MBNL1-poly(CUG) RNA binding inhibition; Q9NR56; TR-FRET MBNL1-His/biotin-(CUG)12 binding, 665/545 ratio; Potency, µM (doses to about 57.5 µM), for the others: top-dose activity change, negative = inhibition, most hits filed as inhibitors; actives 0.036% (n = 280,000); AID 2675; active = well fitted inhibition curve with a large enough effect in the signal ratio, with a control signal flat, not every such curve was filed as active; inconclusive = small, poorly fitted or top-dose-only effect, or effect the other way, or a change in a side signal; inactive = no such curve, though single readings can be large or run the other way; the % refers to the signal ratio; note: potency is the fitted concentration of half-maximal effect; % is set by controls: 0 for no effect and ±100 for the full control effect
#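 Inhibition of protein-RNA binding appears as loss of TR-FRET between terbium anti-His antibody on MBNL1-His and streptavidin-XL665 on biotin-(CUG)12. Activity is normalized to buffer-only and uninhibited-complex controls.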
# RORgamma inh = inhibitors of mouse ROR gamma transcriptional activity; P51450; Drosophila S2 Gal4-RORgamma UAS-luciferase reporter, 20 h; Potency, µM (highest dose often 53.6 µM), for inactives: at the highest dose activity change, negative = inhibition, hits mostly inhibitors; actives 5.4% (n = 310,000); AID 2551; note: potency is the fitted concentration of half-maximal effect; % is set by controls: 0 for no effect and ±100 for the full control effect; nearly all actives have a fitted effect of over 60% in size
#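 Compounds are pin-transferred onto Drosophila Schneider cells expressing a copper-inducible Gal4–ROR gamma transactivation domain fusion. After 1 hr, copper sulfate is added to 700 uM final; luciferase is read 20 hr later.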
# VP16 counter = inhibits Gal4-VP16 luciferase reporter, ROR gamma counter-screen. Drosophila S2 Gal4-VP16 UAS-luciferase, luminescence, 20 h. Potency, µM (series often up to 53.6 µM), for inactives: at the top dose activity, negative = inhibition, usual class: inhibitors. actives 3.5% (n = 310,000);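 note: Gal4-VP16 expression switched on by copper sulfate through the metallothionein promoter; potency is the fitted concentration of half-maximal effect; % is set by controls: 0 for no effect and ±100 for the full control effect; nearly all actives have a fitted effect of over 50% in size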
# PKM2 act = increases activity of human pyruvate kinase M2; P14618; Potency, µM (series often up to 57.5 µM), for inactives: at the highest dose activation, most hits filed as activators; purified PKM2, Kinase-Glo ATP luminescence, activation; response scale: 0% is enzyme alone, no compound; actives 0.34% (n = 260,000); AID 1631; note: potency is the fitted concentration of half-maximal effect; % is set by controls: 0 for no effect and ±100 for the full control effect; nearly all actives have a fitted effect of over 55% in size
# Target sequence (P14618 whole entry, looked up): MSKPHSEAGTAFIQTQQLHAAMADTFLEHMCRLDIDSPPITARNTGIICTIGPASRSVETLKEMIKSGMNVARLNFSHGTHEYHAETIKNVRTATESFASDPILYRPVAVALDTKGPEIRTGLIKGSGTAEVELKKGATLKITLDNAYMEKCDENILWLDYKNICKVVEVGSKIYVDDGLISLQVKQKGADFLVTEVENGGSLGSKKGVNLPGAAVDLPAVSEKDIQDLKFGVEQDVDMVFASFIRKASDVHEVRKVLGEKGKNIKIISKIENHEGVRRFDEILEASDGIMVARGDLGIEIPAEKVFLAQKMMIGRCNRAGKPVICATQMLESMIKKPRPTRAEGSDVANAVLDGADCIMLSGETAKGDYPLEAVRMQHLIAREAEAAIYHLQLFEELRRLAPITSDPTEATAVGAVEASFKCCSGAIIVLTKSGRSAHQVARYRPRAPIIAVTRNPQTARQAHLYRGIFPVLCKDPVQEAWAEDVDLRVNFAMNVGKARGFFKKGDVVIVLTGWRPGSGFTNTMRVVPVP
#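 Kinase-Glo luminescence reports ATP generated from ADP (0.1 mM) and PEP (0.5 mM) by purified hPK-M2 after 1 h at room temperature, pH 7.2 imidazole buffer; intermediate enzyme activity allows detecting inhibitors and activators.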
# KCNH2 3.1 inh = KCNH2 3.1 (human) potassium channel inhibition; actives 0.95% (n = 340,000); activity change, % (tested at about 1.8 µM); AID 720553; U2OS KCNH2 3.1, thallium flux FluxOr; active compounds read low;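 active = maximum activity change below -70%; inconclusive = maximum activity change from -70% to -50%; inactive = maximum activity change above -50%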;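 note: thallium influx rate constant from kinetic fluorescence after stimulation buffer; % is set by controls: 0 for no effect and ±100 for the full control effect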
#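 U2OS cells transduced with KCNH2 3.1 mutant virus (1.77 x 10^8 /mL, 4 h), plated overnight at 37 C, loaded 45 min with FluxOr dye plus Red40 quencher. Thallium flux rate constant from kinetic reads after stimulation buffer, normalised to controls.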
# NPC1 prom act = NPC1 promoter activation; Huh7 NPC1 promoter luciferase reporter, 24 h; Potency, µM (doses to about 9.22 µM), without a hit: top-dose activation, actives largely listed as activators; actives 2.4% (n = 320,000);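 note: potency is the fitted concentration of half-maximal effect; % of control where 0% means no effect; nearly all actives have a fitted effect of over 60% in size; reporter is driven by a mutant NPC1 promoter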
#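 In 1536-well qHTS, Huh7 cells harboring an NPC1 promoter–luciferase construct received compound for 24 h; activation was quantified by luminescence following luciferase reagent addition.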
# Mito fusion act = mitochondrial division inhibition or fusion activation; actives 0.23% (n = 320,000); S. cerevisiae fusion-defective mutant growth rescue, CellTiterGlo 48 h; AID 485298; Potency, µM (top dose mostly 46.1 µM), for the others: at the highest dose growth rescue (activation), hits mostly activators;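 note: potency is the fitted concentration of half-maximal effect; % of control where 0% means no effect; nearly all actives have a fitted effect of over 45% in size; temperature-sensitive fusion mutants such as fzo1-1 at 37 °C on non-fermentable ethanol glycerol medium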
#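 Temperature-sensitive fusion-defective S. cerevisiae (e.g. fzo1-1, mgm1-5) were grown with compound in YPEG medium (3% ethanol, 3% glycerol) for 48 hours at 37C. Growth rescue was measured as viability by CellTiterGlo luminescence after 10 minutes at ambient.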
# FLuc modulator = firefly luciferase modulation, counter-screen for miR-21 project; AID 588342; actives 6.9% (n = 360,000); purified FLuc, Km substrates, luminescence inhibition; P08659; Potency, µM (highest dose often 57.5 µM), for inactives: at the highest dose activity change, negative = inhibition, hits mostly inhibitors;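 note: potency is the fitted concentration of half-maximal effect; plate controls were vehicle for no effect and reference inhibitor for full effect; nearly all actives have a fitted effect of over 55% in size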
# Target sequence (P08659 whole entry, looked up): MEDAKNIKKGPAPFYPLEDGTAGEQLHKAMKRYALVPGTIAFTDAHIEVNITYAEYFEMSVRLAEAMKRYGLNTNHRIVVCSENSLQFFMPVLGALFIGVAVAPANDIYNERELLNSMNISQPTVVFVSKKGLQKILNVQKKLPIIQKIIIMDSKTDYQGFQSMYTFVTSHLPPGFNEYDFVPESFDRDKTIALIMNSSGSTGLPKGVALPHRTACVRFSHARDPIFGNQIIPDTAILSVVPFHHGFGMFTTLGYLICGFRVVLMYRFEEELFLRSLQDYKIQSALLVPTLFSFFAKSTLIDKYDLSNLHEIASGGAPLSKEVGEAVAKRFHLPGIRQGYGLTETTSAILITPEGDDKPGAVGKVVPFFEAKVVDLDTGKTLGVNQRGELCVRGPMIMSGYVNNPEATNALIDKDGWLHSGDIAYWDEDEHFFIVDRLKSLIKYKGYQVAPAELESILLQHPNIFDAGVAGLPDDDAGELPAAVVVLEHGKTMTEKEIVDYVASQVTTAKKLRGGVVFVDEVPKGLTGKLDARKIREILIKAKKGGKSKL
#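 Biochemical qHTS of compounds, final roughly 60 µM downward over six points, against 10 nM purified firefly luciferase using Km concentrations of substrates (10 uM D-luciferin, 10 uM ATP) in Tris acetate pH 7.5 buffer; luminescence output.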
# ELG1 repair inh = blocks ELG1-dependent DNA repair in HEK293T cells; HEK293T ELG1-luciferase reporter, luminescence, 16 h; DNA damage induced by 5-fluorouridine; Potency, µM (top dose mostly 46.1 µM), for the others: top-dose activity change, negative = inhibition, actives largely listed as inhibitors; actives 2.3% (n = 330,000); note: potency is the fitted concentration of half-maximal effect; % is set by controls: 0 for no effect and ±100 for the full control effect; nearly all actives have a fitted effect of over 55% in size
#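 Luminescence from the luciferase reporter, measured 30 min after ONE-Glo reagent at room temperature, was the read-out. Beforehand, 2,000 cells per well were exposed for 16 hr at 37 °C to 5-fluorouridine together with compound or vehicle.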
# * = called active by the depositor; ? = inconclusive; / = not tested or not shown; [ ] = remark or other dose. Unless noted, calls come from the whole dose curve; as a rule, active = well fitted curve in the direction sought with a large enough effect; inconclusive = small, poorly fitted or top-dose-only effect, or another doubt; inactive = no such curve, though single readings can be large; an effect the other way counts as inactive or inconclusive. Some of the compounds tested. The share of hits here may be higher or lower than overall.
mol	Rab9 promoter act	Menin MLL FP TR	MBNL1-CUG inh	RORgamma inh	VP16 counter	PKM2 act	KCNH2 3.1 inh	NPC1 prom act	Mito fusion act	FLuc modulator	ELG1 repair inh
Cc1ccc(-c2csc(=S)n2CC(=O)OCC(=O)NCc2ccco2)cc1	2%	-10%	4%	-19%	?	7%	2	1%	-1%	3%[2.3 µM]	?
Cc1ccc(CCNC(=O)CNS(=O)(=O)c2ccc3nc(C)sc3c2)cc1	-2%	/	2%	-26%	-4%	/	-1	-7%	-1%	2%	0%
Cc1onc(-c2ccccc2Cl)c1C(=O)N1CCN(c2ccc(F)cc2)CC1	0%	-2%	-3%	8%	8%	2%	-18	2%	0%	-1%	-17%
CCCC(C)NC(=O)c1cc(C(=O)OC)cc([N+](=O)[O-])c1 (stereo unspecified)	-9%	0%	?	-1%	4%	4%	20	-1%	-2%	-1%	2%
CCn1c2ccccc2c2cc(NC(=O)C(C)OC(=O)c3ccc(NC(=O)CC#N)cc3)ccc21 (stereo unspecified)	-3%	/	/	/	/	/	-5	-5%	1%	8%	-1%
CSc1c(C#N)sc(=S)n1-c1ccc(C)cc1	0%	2%	?	24%	-14%	-2%	-12	-2%	6%	-3%	15%
CC(OC(=O)c1ccccc1Br)C(=O)Nc1nc(-c2cccc([N+](=O)[O-])c2)cs1 (stereo unspecified)	5%	-1%	10%	44%	-14%	2%	-2	-2%	-3%	0%	?
COc1ccc(CNC(=O)c2ccc[nH]2)cc1	-5%	26%	-7%	9%	-7%[10 µM]	1%	4	0%	-4%	-3%	19%
C=CCN(C(C)=O)C1CC(=O)N(c2ccc(OCCC)cc2)C1=O (stereo unspecified)	4%	2%	1%	2%	-4%	-6%	3	-1%	-1%	0%	13%
O=C(CSc1ccc(Cl)cc1)Nn1cnnc1	1%	4%	-19%	-14%	1%	-6%	-10	0%	0%	-1%	3%
Cc1ccc2nc(SCc3ccc([N+](=O)[O-])cc3)[nH]c2c1	15%	-24%	?	33%	-13%	9%	10	-1%	0%	?	?
O=C(NCc1cccs1)c1ccc(N2CCCCC2)nc1	/	0%	-6%	-29%	10%	-23%	8	/	0%	21µM*	/
Cc1ccnc(N2CCC(C(=O)NNC(=O)c3ccccc3C)CC2)n1	-8%	-16%	-9%	2%	-1%	-3%	0	-1%	0%	4%	1%
O=C(NC1CCCC1)c1cnc2n(c1=O)CCS2	0%	-4%	-4%	-6%	-17%	-9%	8	-1%	6%	-5%	-1%
COc1cccc(CSc2nc3ccccc3[nH]2)c1	1µM*	-2%	-3%	?	?	-18%	14	3.5µM*	6%	4.3µM*	?
COc1ccc(N2CC(C(=O)N3CCOCC3)CC2=O)cc1 (stereo unspecified)	-1%	-8%	-5%	15%	-1%	/	-3	3%	2%	-1%	22%
COc1ccc(-n2nc([N+](=O)[O-])c(=NCCCN3CCCC3=O)n2O)cc1	1.6µM*	8%	?	-12%	?	-1%	2	?	9%	-2%	?
COCCNc1nc2nonc2nc1N1CCC(N(C)C)C1 (stereo unspecified)	-5%	14%	0%	3%	-1%	0%	8	-6%	1%	1%	14%
CCCCOC(=O)CCc1c(C)[nH]c(=S)[nH]c1=O	-6%	20%	0%	-4%	-1%	3%	16	-3%	0%	4%	-2%
Cc1ccc(C(=O)N/C(=C\c2cn(C)c3ccccc23)C(=O)OCCN(C)C)cc1	-1%	/	/	-23%	0%	-1%	7	1%	-2%	5%	1%
O=C(NCC(=O)N(CCN1CCOCC1)C(C(=O)NC1CCCC1)c1cccs1)c1ccco1 (stereo unspecified)	-4%	-4%	2%	-1%	0%	-2%	-7	-2%	-1%	-12%	8%
CCOc1ccc(C(=O)Nc2cccc(SC)c2)cc1	?	13%	-9%[11.5 µM]	18%	11%	-1%	5	?	7%	6µM*	?
CCN(CC(=O)Nc1ccc(NC(C)=O)cc1)C(=O)c1ccc(=O)[nH]c1	17%	/	1%	-18%	-6%	1%	2	-6%	0%	2%	13%
COCCn1cnnc1SCC(=O)Nc1ccc(N2CCCCC2)cc1	-1%	/	/	/	/	/	3	0%	-10%	19µM*	?
CSCCC(NC(=O)c1ccc(Cl)cc1)C(=O)OCC(C)=O (stereo unspecified)	0%	2%	1%	-8%	0%	0%	-9	-1%	2%	-11%	0%
CC(C)C(Sc1nc(-c2ccccc2)cc(-c2ccccc2)c1C#N)C(=O)O (stereo unspecified)	-24%	0%	-22%	-7%	?	-6%	0	4%	23%	?	-6%
O=C(Nc1nnc(C(F)(F)F)s1)c1ccc(Br)s1	12%	101%[activator]	10%	?	?	16%	-14	?	7%	8.5µM*	?
O=C(CNC(=O)c1ccc(F)cc1)Nc1ccccc1C(F)(F)F	-3%	/	-2%	6%	-1%	-3%	-2	3%	-7%	5%	2%
COc1ccccc1NC(=O)COC(=O)c1cnc(C)cn1	12%	0%	-6%	-6%	0%[10 µM]	9%	-11	-9%	1%	-1%	2%
Cc1cccc(-c2noc(CCCC(=O)NC3CCCCC3)n2)c1	-7%	-15%	-4%	?	?	-2%	10	0%	3%	2%	?
C=CCOc1c(CCC)cc(CCC)cc1C(N)=O	-9%	/	-3%	32%	1%	0%	5	1%	-1%	2%	?
Cc1cc(C)c(NC(=O)COC(=O)c2cc([N+](=O)[O-])ccc2N2CCOCC2)c(C)c1	6%	/	?	25%	-5%	1%	/	0%	-2%	3%	6%
Cc1noc(C)c1S(=O)(=O)N1CCCC(C(=O)NCCc2ccccc2)C1 (stereo unspecified)	2%	6%	-9%	7%	-2%	-14%	-23	3%	-3%	-1%	-11%
N/C(CS(=O)(=O)c1ccc(F)cc1)=N\O	-3%	/	-8%	1%	9%	-27%	0	0%	0%	0%	7%
COc1cccc(/C=C2\SC(=S)N(C(Cc3ccccc3)C(=O)O)C2=O)c1 (stereo unspecified)	1%	?	1%	-7%	-5%	1%	9	1%	4%	?	4%
O=C(Nc1ccc(C(=O)NC2CCCCC2)cc1)c1cccnc1	4%	-9%	37%[activator]	20%	-14%	-6%	-8	4%	-12%	-2%	?
Cc1cccc(CN2CCCC(C(=O)Nc3ccccc3Oc3cccnc3)C2)c1 (stereo unspecified)	-4%	-15%	-10%	2%	1%	-1%	6	-6%	-1%	-1%	-3%
COc1ccc(OC)c(C2NC(=O)NC(C)=C2C(=O)Nc2ccc(C)cc2)c1 (stereo unspecified)	3%	3%	14%	8%	4%	3%	2	1%	-5%	2%	-1%
Cc1ccc(N2N=C(c3ccc(F)cc3)CC2c2ccco2)cc1 (stereo unspecified)	-5%	25%	13%	?	?	3%	-14	-3%	5%	?	15%
CC1CN(c2nc(Nc3ccccc3F)nc(N)c2[N+](=O)[O-])CC(C)O1 (stereo unspecified)	-3%	4%	12%	32%	-8%	/	6	1%	-15%	-1%	?
COc1cc(C(=O)n2nc(C)cc2C)cc(OC)c1OC	6%	-2%	-1%	9%	4%	3%	3	0%	0%	0%	9%
COC(=O)c1ccc(NC(=O)CN2CCN(CC#N)CC2)cc1	3%	-24%	-1%	23%	2%	/	6	-3%	-16%	1%	?
Cc1cc(C(F)F)n2ncc(C(=O)NCc3ccccc3)c2n1	0%	-5%	-11%	9%	-12%	-6%	-15	4%	5%	-1%	-3%
COCc1cc(=O)n2[nH]c(N)nc2n1	-2%	/	-15%	13%	0%	4%	26	-4%	-1%	3%	7%
Cn1c(SCC(=O)NC2CC2)nnc1-c1ccco1	-3%	-10%	-4%	8%	1%	-1%	-3	-4%	4%	4%	-1%
CCn1nc(C)c(CN2CCCCC2C(=O)Nc2ccc(Oc3cccnc3)cc2)c1C (stereo unspecified)	-7%	/	1%	10%	0%	0%	/	-1%	-1%	0%	?

# High-throughput results as filed in PubChem.
